# CCR6 antagonist – blocks CCL20-driven beta-arrestin recruitment at human CCR6; AID 493098; 340,000 tested, 0.49% active; inhibition, % at 20 µM; P51684; CHO-K1 CCR6 PathHunter beta-arrestin, luminescence, CCL20-stimulated;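 active = compounds whose inhibition of the agonist-driven luminescence signal at 20 µM reaches about 50%, limit read from the data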;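 note: cells stimulated with CCL20 at 14 nM final; plate controls were DMSO with CCL20 for no effect and DMSO without agonist for full effect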
# GRIN3A LBD mod – modulates the human NR3A ligand-binding domain; NR3A LBD differential scanning fluorimetry, Tm shift; 0% = protein alone, 100% = glycine-bound protein; Tm shift relative to glycine control, % at 25 µM; 340,000 tested, 2.5% active; AID 1259313;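 active = melting temperature shift of at least 10% of the positive control shift, at one fixed dose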
# EBI2 block – antagonists of human EBI2 receptor; EBI2 beta-arrestin recruitment, luminescence, 7a,25-OHC stimulated; inhibition, % at 5 µM; AID 651636; 360,000 tested, 0.81% active; P32249; in the data active = inhibition above about 38%;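 note: enzyme fragment complementation signal reports receptor beta-arrestin coupling in cells; 0% = agonist plus DMSO wells and 100% = wells without agonist; some results beyond the cut were filed as inactive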
# Target sequence (P32249 whole entry, looked up, the tested form may be a part): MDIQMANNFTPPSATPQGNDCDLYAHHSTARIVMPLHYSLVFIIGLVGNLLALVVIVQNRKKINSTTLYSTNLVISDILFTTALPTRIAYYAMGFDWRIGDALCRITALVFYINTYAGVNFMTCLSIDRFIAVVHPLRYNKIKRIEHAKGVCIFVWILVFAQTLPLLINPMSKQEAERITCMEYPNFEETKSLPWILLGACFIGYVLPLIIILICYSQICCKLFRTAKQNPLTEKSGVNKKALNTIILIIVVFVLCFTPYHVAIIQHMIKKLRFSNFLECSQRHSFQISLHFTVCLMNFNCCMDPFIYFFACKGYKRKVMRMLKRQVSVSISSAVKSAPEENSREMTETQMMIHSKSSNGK
# Gli-Sufu antag – blocks Gli-Sufu signaling in a luciferase reporter; Sufu-KO-LIGHT fibroblasts, Gli luciferase reporter luminescence; inhibition, % at 5 µM; 340,000 tested, 0.74% active; AID 588413;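 active = inhibition above about 55%, limit read from the data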;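 note: 0% = DMSO-treated cells and 100% = wells with medium but no cells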
# A3G deaminase – APOBEC3G (human) deaminase inhibition | Q9HC16 | AID 493012 | 330,000 tested, 0.28% active | recombinant A3G, ssDNA deamination FAM/TAMRA fluorescence | inhibition, % at 20 µM;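 active = inhibition of at least 40% at 20 µM, with no more than 30% in the related APOBEC3A deaminase screen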;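 note: plate controls were DMSO wells with A3G for no effect and wells lacking A3G enzyme for full effect; some compounds called inactive have numbers as strong as hits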
# APOBEC3A inh – human APOBEC3A DNA deaminase inhibition; P31941; inhibition, % at 20 µM; 330,000 tested, 0.41% active; recombinant A3A, FAM/TAMRA ssDNA deamination fluorescence; AID 493011;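 active = at least 40% inhibition at 20 µM here, with at most 30% in a related deaminase screen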;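 note: plate controls were A3A with DMSO for no effect and wells lacking A3A enzyme for full effect; some results filed as inactive read as strong as hits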
# Target sequence (P31941 whole entry, looked up): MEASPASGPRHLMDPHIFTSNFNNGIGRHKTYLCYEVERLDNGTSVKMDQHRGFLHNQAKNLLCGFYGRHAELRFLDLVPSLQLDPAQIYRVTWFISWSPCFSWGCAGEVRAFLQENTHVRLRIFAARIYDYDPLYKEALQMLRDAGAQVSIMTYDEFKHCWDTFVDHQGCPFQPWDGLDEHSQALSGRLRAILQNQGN
# MPTP inh – blocks calcium-induced mitochondrial swelling | isolated mouse mitochondria, Ca2+ swelling absorbance, 30 min | inhibition, % at 10 µM | 360,000 tested, 1.4% active | AID 602449;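 active = inhibition of 50% or more, scaled per plate between neutral and stimulator controls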;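 note: 0% = DMSO wells given calcium and 100% = 1 mM EGTA wells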
# CXCR6 block – blocks human CXCR6 beta-arrestin recruitment | O00574 | CHO-K1 PathHunter CXCR6 beta-arrestin, luminescence | inhibition, % at 20 µM | 360,000 tested, 0.36% active; in the data active = inhibition above about 34%, passing the limit was not always enough;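 note: antagonist mode with CXCL16 agonist at 10 nM final; 0% = 10 nM CXCL16 with DMSO and 100% = unstimulated wells without agonist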
# Target sequence (O00574 whole entry, looked up): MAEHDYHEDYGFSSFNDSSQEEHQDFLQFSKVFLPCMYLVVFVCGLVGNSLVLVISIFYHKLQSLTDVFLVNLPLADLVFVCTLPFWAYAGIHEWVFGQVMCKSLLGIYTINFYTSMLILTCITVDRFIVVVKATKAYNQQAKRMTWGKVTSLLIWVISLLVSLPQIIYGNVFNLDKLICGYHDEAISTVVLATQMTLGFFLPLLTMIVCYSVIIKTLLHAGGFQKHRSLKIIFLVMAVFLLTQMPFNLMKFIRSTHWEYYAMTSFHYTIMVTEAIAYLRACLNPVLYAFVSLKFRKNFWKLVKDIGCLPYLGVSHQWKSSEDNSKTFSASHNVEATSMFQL
# * hit, by the source's call; . = not tested or not shown.
1) CC(C)n1cnc2c(Nc3ccc(C(=O)O)cc3)nc(Cl)nc21
2) COc1cccc(NC(=O)c2ccccc2N2C(=O)C3C4C=CC(C5CC45)C3C2=O)c1 (centres undefined)
3) CCCCNC(=O)/C=C1\Sc2ccccc2NC1=O
4) COc1ccc(-c2cnc(SCC(=O)Nc3nc(C(C)(C)C)cs3)n2Cc2ccco2)cc1
5) CC1CCN(C(=O)COC(=O)C2CCN(S(=O)(=O)c3ccc4c(c3)OCCO4)CC2)CC1
6) CC(C)=CCC/C(C)=C/COc1ccc2ccc(=O)oc2c1
7) N#Cc1c(Nc2ccccc2)c(/C=N/N=C/c2ccccc2)c[nH]c1=O
8) CC(C)(C#N)NC(=O)c1ccco1
9) COc1ccc(CNC(=O)Nc2cccs2)cc1OC
10) Cc1ccc(S(=O)(=O)N2CCCCC2)cc1NC(=O)COC(=O)c1c(F)cccc1F
compound no.	1	2	3	4	5	6	7	8	9	10
CCR6 antagonist	-7	11	-6	5	1	15	13	11	11	8
GRIN3A LBD mod	1	-1	0	-3	0	-25	-7	1	2	-1
EBI2 block	2	-4	-2	23	-7	1	96*	-2	-7	-7
Gli-Sufu antag	-17	3	-8	0	-10	-2	-4	-3	12	2
A3G deaminase	-7	2	0	-2	-10	-7	-6	0	0	-5
APOBEC3A inh	-4	-1	2	-5	-2	-5	0	0	0	30
MPTP inh	-0.4	0.5	0.4	1.1	1.6	1.8	0.1	0.4	3.8	-0.2
CXCR6 block	-1	0	-11	2	2	-12	4	10	-9	8

11) COc1ccccc1/C=C/C(=O)NCC(=O)N/N=C/c1ccccc1
12) CC(=O)c1cccc(Nc2nc(-c3sc(C)nc3C)cs2)c1
13) Cc1ccnc(SC2CC(=O)N(c3ccc(Br)cc3)C2=O)n1 (centres undefined)
14) O=C(CCNS(=O)(=O)c1ccc2c(c1)CCC(=O)N2)Nc1ccc2c(c1)OCCO2
15) Cc1cc(Nc2c(C)n(C)n(-c3ccccc3)c2=O)c2ccccc2n1
16) O=[N+]([O-])c1ccc(Oc2ccc(Oc3ccc(C(F)(F)F)cn3)cc2)nc1
17) CN(C(=O)CSc1nnc(-c2ccc(Cl)cc2)n1CC1CCCO1)C1CCS(=O)(=O)C1 (centres undefined)
18) COc1ccc2c(c1OC)C(=O)N(c1ccc3c(c1)CCC3)C2=O
19) CCOC(=O)CNC(=O)CSc1ncnc2c1nnn2-c1ccc(F)cc1
20) CC(=O)Nc1ccc(N2C(=O)c3cccc(NC(C)=O)c3C2=O)cc1
compound no.	11	12	13	14	15	16	17	18	19	20
CCR6 antagonist	17	-2	2	-2	-1	5	-7	9	27	2
GRIN3A LBD mod	0	3	2	-2	-1	-2	-2	2	2	1
EBI2 block	37	52*	-10	11	-15	8	-1	15	2	0
Gli-Sufu antag	-5	-20	-1	2	3	1	-14	-22	3	3
A3G deaminase	-8	-12	-2	-7	-6	-3	-18	0	-2	-6
APOBEC3A inh	0	-6	-3	8	-4	5	0	6	-2	6
MPTP inh	-1.3	0.3	-0.1	0.0	-4.0	2.4	0.0	-3.9	3.5	-0.1
CXCR6 block	-9	2	-10	-5	-8	-5	-1	1	15	1

21) Cn1cnnc1SCc1ccc(C(=O)N=Nc2c(O)n(C)c3ccccc23)cc1
22) S=C1NC(c2ccccc2)=NCN1c1ccc(Br)cc1
23) COc1ccc(CN(Cc2ccccn2)S(=O)(=O)c2ccc(-n3cnnn3)c(OC)c2)cc1
24) CCc1[nH]nc2c1C(C(C)C)C(C#N)=C(N)O2 (centres undefined)
25) COc1ccc2nc(-c3ccc(N)cc3)[nH]c2c1
26) NC(=O)C1=C[C@@H](c2coc3ccccc3c2=O)C[C@@H](OCCCCO)O1
27) CCCN1Cc2cccc(C(=O)NC(CC(=O)OCC)c3ccc(C)cc3)c2C1=O (centres undefined)
28) COc1ccc(-n2c(=S)[nH]c3cc(C(=O)NCc4ccco4)ccc3c2=O)c(OC)c1
29) Cc1ccc(/C=C2\SC(=S)N(CCC(=O)N3CCCCC3)C2=O)cc1
30) Nc1nc(CSc2nc3ccccc3[nH]2)nc(N2CCOCC2)n1
compound no.	21	22	23	24	25	26	27	28	29	30
CCR6 antagonist	8	10	1	12	-8	1	-3	24	20	-4
GRIN3A LBD mod	-6	-2	1	-2	-4	-1	-9	4	-4	1
EBI2 block	0	6	13	-22	1	1	-11	1	-6	-11
Gli-Sufu antag	4	-12	1	15	-3	7	-9	8	17	3
A3G deaminase	-5	-4	0	-1	-2	-3	-6	1	-7	-3
APOBEC3A inh	-3	-2	-3	-1	-2	-4	-5	2	-3	-3
MPTP inh	0.3	-0.2	0.9	2.0	-0.1	0.5	2.5	0.0	1.4	-1.7
CXCR6 block	4	11	-6	-2	-2	-7	9	6	-7	-8

31) O=C(NC1CCN(C(=S)NCCc2ccccc2)CC1)C1CCCCC1
32) COC(=O)C1CCN(C(=O)COC(=O)/C=C/c2ccc(O)c(OC)c2)CC1
33) c1ccc(Cc2nn3c(Cn4cnc5ccccc54)nnc3s2)cc1
34) CCC(=O)NC(c1ccco1)c1cc(Cl)c2cccnc2c1OC (centres undefined)
35) CN(C)S(=O)(=O)c1ccc(C(=O)Nc2nnc(SCc3ccccc3)s2)cc1
36) CC1CCN(C(=O)C2CCN(CC(C)c3ccccc3)CC2)CC1 (centres undefined)
37) CCOc1ccc(NC(=O)CC2C(=O)N(c3ccc(OCC)cc3)C(=S)N2C2CC2)cc1 (centres undefined)
38) O=C(CC1C(=O)NCCN1Cc1c(F)cccc1Cl)NCCCn1ccnc1 (centres undefined)
39) CC(CC(=O)Nc1cccc(F)c1)S(=O)(=O)c1ccc2c(c1)NC(=O)CO2 (centres undefined)
40) CCOc1ccc(N=C(NC#N)SCC(=O)NC2CC2)cc1
compound no.	31	32	33	34	35	36	37	38	39	40
CCR6 antagonist	9	-9	4	-2	-2	11	7	15	4	-12
GRIN3A LBD mod	0	1	0	0	-1	1	-9	0	-1	1
EBI2 block	-4	-12	4	-1	-3	-4	-6	-13	-6	16
Gli-Sufu antag	14	-6	34	2	2	6	-12	21	1	-10
A3G deaminase	1	-8	-1	-7	-5	-5	-4	-7	-2	1
APOBEC3A inh	2	-1	-4	-4	-4	-2	-1	-2	-1	6
MPTP inh	-1.0	0.2	5.1	-0.8	2.8	-7.7	-0.1	-0.4	0.7	0.6
CXCR6 block	-4	-5	-11	-5	1	0	5	-6	-2	1

# Some of the entries above, reformatted.
34. CCC(=O)NC(c1ccco1)c1cc(Cl)c2cccnc2c1OC (centres undefined)
  CCR6 antagonist = -2
  GRIN3A LBD mod = 0
  EBI2 block = -1
  Gli-Sufu antag = 2
  A3G deaminase = -7
  APOBEC3A inh = -4
  MPTP inh = -0.8
  CXCR6 block = -5
31. O=C(NC1CCN(C(=S)NCCc2ccccc2)CC1)C1CCCCC1
  CCR6 antagonist = 9
  GRIN3A LBD mod = 0
  EBI2 block = -4
  Gli-Sufu antag = 14
  A3G deaminase = 1
  APOBEC3A inh = 2
  MPTP inh = -1.0
  CXCR6 block = -4
37. CCOc1ccc(NC(=O)CC2C(=O)N(c3ccc(OCC)cc3)C(=S)N2C2CC2)cc1 (centres undefined)
  CCR6 antagonist = 7
  GRIN3A LBD mod = -9
  EBI2 block = -6
  Gli-Sufu antag = -12
  A3G deaminase = -4
  APOBEC3A inh = -1
  MPTP inh = -0.1
  CXCR6 block = 5
32. COC(=O)C1CCN(C(=O)COC(=O)/C=C/c2ccc(O)c(OC)c2)CC1
  CCR6 antagonist = -9
  GRIN3A LBD mod = 1
  EBI2 block = -12
  Gli-Sufu antag = -6
  A3G deaminase = -8
  APOBEC3A inh = -1
  MPTP inh = 0.2
  CXCR6 block = -5

# Remaining list, next part:
41) Cc1ccc2nsnc2c1S(=O)(=O)N1CCCC1
42) COCCNC(=O)c1cc(-c2ccccc2)nn1Cc1cc(C)no1
43) O=C(CCCCCBr)N1CCC(CC2CC(c3cccc(Br)c3)=NO2)(C(=O)NCC2CCCCC2)CC1 (centres undefined)
44) COc1ccc(-c2nc(CS(=O)(=O)CC(=O)NCc3ccc(F)cc3)c(C)o2)cc1
45) C/C=C/c1ccc(OCC(=O)N(CCOC)c2c(N)n(CCCC)c(=O)[nH]c2=O)c(OC)c1
46) COc1ccc(-n2nc(C)c3c(=O)c4c([nH]c32)CCCC4)cc1
47) O=C(CCC(=O)N(Cc1ccco1)C(C(=O)NC1CCCC1)c1ccncc1)Nc1cccnc1 (centres undefined)
48) COC(=O)CCC(=O)NC(=S)Nc1c(C)cccc1C
49) CC(=O)Oc1ccc(-c2nc3c(C)cccc3c(=O)o2)cc1
50) COC(=O)c1ccc(Nc2cc(C)nc(-c3ccccc3O)n2)cc1
compound no.	41	42	43	44	45	46	47	48	49	50
CCR6 antagonist	-1	11	5	5	6	12	7	-6	-7	-20
GRIN3A LBD mod	0	-2	-2	-3	0	1	1	0	0	23*
EBI2 block	-16	-13	-9	3	-3	9	-9	-12	0	31
Gli-Sufu antag	4	-1	9	14	-4	3	0	6	18	9
A3G deaminase	-4	-5	-5	-2	-3	-9	2	0	-4	-1
APOBEC3A inh	1	-2	-1	-3	19	-4	-1	2	-5	0
MPTP inh	-1.7	-1.4	-1.7	-1.0	-1.8	1.1	-0.2	7.7	4.5	-12
CXCR6 block	11	3	12	-2	-5	-1	-6	-4	-7	6

51) CN1CCN(c2ccc([N+](=O)[O-])cc2NC(=O)c2ccco2)CC1
52) Cc1cc(O)c2c(c1O)C(=O)[C@]13C(=C2O)C(=O)[C@@H]2[C@@H](O)[C@H]1[C@@H]1[C@H](O)[C@H]3C(=O)C3=C(O)c4c(O)cc(C)c(O)c4C(=O)[C@]312
53) COc1cc2c(=O)n(Cc3ccco3)c(=O)n(CC(=O)c3cccc(Br)c3)c2cc1OC
54) CN1C(C)(C)CCCC1(C)C
55) COC(=O)c1ccc(C(=O)OC)c(NC(=O)CN(C)Cc2cccc(Cl)c2Cl)c1
56) CC(C)(C)CC(=O)N1CCN(Cc2ccc3c(c2)OCO3)CC1
57) O=C(O)c1ccc(N2C(=O)c3cccc4cccc(c34)C2=O)cc1
58) CC1(C)CC(=O)C(C2NCCc3ccccc32)=C(O)C1 (centres undefined)
59) COc1ccccc1NC(=O)CSc1nnc(CC(=O)Nc2ccccc2)n1C
60) CC1CCCC(C)N1NC(=O)c1cccc(S(=O)(=O)N2CCc3ccccc32)c1 (centres undefined)
compound no.	51	52	53	54	55	56	57	58	59	60
CCR6 antagonist	-4	28	30	4	18	-7	3	-1	-3	21
GRIN3A LBD mod	0	-3	0	-1	0	0	0	-1	2	-2
EBI2 block	-5	-19	.	-1	29	2	-3	-11	-6	7
Gli-Sufu antag	-7	78*	-1	1	1	9	15	-1	7	8
A3G deaminase	-6	90	-4	-4	-6	0	-5	-5	2	-12
APOBEC3A inh	-2	99	-4	-1	-1	-1	-4	-11	3	0
MPTP inh	0.2	104*	.	-4.2	0.5	-1.5	-0.3	6.9	-0.8	-4.1
CXCR6 block	11	-1	.	-5	4	-6	-6	-3	-5	14

61) Cc1ccc(/C=N/n2c(=O)c(C(C)(C)C)nn3cnnc23)cc1
62) CCOC(=O)c1cnn(CCOC(=O)c2cccc(F)c2)c1NC(=O)c1cccc(F)c1
63) CCCc1nc2ccccc2c(=O)n1/N=C/c1ccc(O)c(O)c1
64) O=C(NCC(=O)N1CCCC1)c1ccc(Br)cc1
65) CCOC(=O)c1cc(C#N)c(C)nc1N(CC)CC
66) S=c1[nH]nc(-c2cc3c(s2)-c2ccccc2CC3)o1
compound no.	61	62	63	64	65	66
CCR6 antagonist	9	11	10	7	12	-6
GRIN3A LBD mod	-1	-4	1	0	-2	-23
EBI2 block	-8	1	-1	-9	4	-5
Gli-Sufu antag	-10	3	-9	-11	5	-21
A3G deaminase	4	-11	-3	-9	-8	-2
APOBEC3A inh	0	-8	-3	-4	-5	-6
MPTP inh	-0.1	-11	-17	-1.0	1.3	-0.3
CXCR6 block	-2	4	6	0	2	-2
